Bioassay records from PubChem.
Anthrax LF prot – Bacillus anthracis LF protease inhibitors, primary screen, biochemical, multiplex microsphere, MLPCN library. Lethal factor (Bacillus anthracis), P15917. multiplex microsphere protease cleavage assay. inhibition, % at 10 µM. AID 588501, 2011. 0.12% of 360,000 active; further: plate controls were buffer without enzyme for full effect and enzyme alone for no effect
Target sequence (P15917 whole entry, looked up): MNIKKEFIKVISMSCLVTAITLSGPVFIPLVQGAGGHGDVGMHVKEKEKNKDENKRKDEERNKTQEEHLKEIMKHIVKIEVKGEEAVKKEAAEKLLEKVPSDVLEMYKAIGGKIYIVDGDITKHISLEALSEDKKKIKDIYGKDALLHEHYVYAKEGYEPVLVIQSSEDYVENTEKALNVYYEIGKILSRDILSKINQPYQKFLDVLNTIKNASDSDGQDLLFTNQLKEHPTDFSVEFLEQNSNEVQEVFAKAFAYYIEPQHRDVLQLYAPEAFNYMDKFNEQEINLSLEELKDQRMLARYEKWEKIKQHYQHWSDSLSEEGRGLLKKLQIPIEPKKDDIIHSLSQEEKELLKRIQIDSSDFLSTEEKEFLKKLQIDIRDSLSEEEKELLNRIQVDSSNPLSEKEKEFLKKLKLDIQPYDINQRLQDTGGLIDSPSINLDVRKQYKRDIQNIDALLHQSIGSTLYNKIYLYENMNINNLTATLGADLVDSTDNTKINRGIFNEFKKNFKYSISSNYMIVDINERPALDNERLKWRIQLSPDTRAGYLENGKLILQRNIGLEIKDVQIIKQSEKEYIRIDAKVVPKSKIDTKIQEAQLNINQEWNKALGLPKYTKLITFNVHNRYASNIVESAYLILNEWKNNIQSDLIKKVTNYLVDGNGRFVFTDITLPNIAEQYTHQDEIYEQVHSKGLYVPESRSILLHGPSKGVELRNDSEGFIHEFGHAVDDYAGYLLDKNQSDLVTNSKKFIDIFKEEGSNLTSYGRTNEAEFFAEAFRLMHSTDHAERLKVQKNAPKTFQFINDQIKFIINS
PriA SSB inh – inhibitors of Klebsiella pneumoniae PriA binding to SSB C-terminal tail, primary screen, biochemical, AlphaScreen | AID 1272365, 2023 | 0.6% of 430,000 active | inhibition, % at 33 µM | AlphaScreen SSBct-PriA binding, biotinylated peptide | PriA–SSB C-terminal tail interaction (Klebsiella pneumoniae); in the data active means inhibition mostly above about 37%, no sharp cut-off; inactive means mostly below about 20%;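 further: plate controls were negative control peptide for no effect and reference peptide for full effect; strong numbers were not always called active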
PrPC TRFRET – inhibitors of human cell surface prion protein PrPC, primary screen, cell-based, TR-FRET; inhibition, % at 13.8 µM; TR-FRET read-out; 0.43% of 370,000 active; Major prion protein (Homo sapiens), P04156; in the data active means inhibition above about 24%; further: 0% = median of the test wells and 100% = reference compound wells
Vc quorum ag – inducers of Vibrio cholerae quorum light production without autoinducers, primary screen, BH1578 luxS cqsA deficient, single point | V. cholerae BH1578 lux reporter, luminescence, 6 h | activation, % at 18.7 µM | 0.16% of 350,000 active | AID 588436, 2011; in the data active means activation mostly above about 9.7%, no sharp cut-off; further: not every result past the cut was called active; inactives centre near 0; reference of the scale not given here
TcdB inh – TcdB glycohydrolase inhibitors, primary screen, biochemical, single point, plate reader; Toxin B (Clostridioides difficile), P18177; TcdB glycohydrolase enzymatic assay; inhibition, % at 9.99 µM; 0.24% of 350,000 active; AID 652162, 2013; in the data active means inhibition above about 10%
Y pestis TopoI – Yersinia pestis topoisomerase I inhibitors, primary screen, biochemical, cleavage product accumulation, plate reader, single point; Y. pestis Topo-I cleavage product accumulation; AID 504884, 2011; DNA topoisomerase I (Yersinia pestis CO92); 0.064% of 360,000 active; activity, % at 10 µM; in the data active means activity above about 50%, passing the limit was not always enough; further: inactives centre near 2
BoNT A protease – BoNT/A light chain protease inhibitors, primary screen, biochemical, flow cytometry, MLPCN library | inhibition, % at 10 µM | Botulinum neurotoxin type A light chain protease (Clostridium botulinum A str. ATCC 3502) | multiplex microsphere protease substrate cleavage | 0.17% of 360,000 active; further: plate controls were buffer without enzyme for full effect and enzyme alone for no effect
PfHsp40 yeast – rescue of yeast from PfHsp40 toxicity, primary screen, S. cerevisiae, ATP luminescence. S. cerevisiae expressing PfHsp40, growth rescue. growth rescue, % at 12.5 µM. 0.68% of 340,000 active; in the data active means growth rescue above about 28%, passing the limit was not always enough;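 further: yeast W303a lacking pdr1 and pdr3 grown in galactose medium; growth measured after three days at 30 °C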
3CLpro inhibitor – SARS-CoV 3CLpro protease inhibitors, primary screen, biochemical, quenched FRET | Replicase polyprotein 1ab (Severe acute respiratory syndrome coronavirus), P0C6X7 | recombinant SARS-CoV 3CLpro, quenched FRET peptide cleavage | inhibition, % at 6 µM | 0.14% of 290,000 active | AID 1706, 2009; in the data active means inhibition above about 12%
Numbers without * were called inactive; i = inactive; . = no result given; & = joins results of further samples. Unless noted, no stated cut-off is given here; in the data, active means inhibition above about 30%; inconclusive means no clear call, values can overlap the other calls; inactive means below that.

SMILES	Anthrax LF prot	PriA SSB inh	PrPC TRFRET	Vc quorum ag	TcdB inh	Y pestis TopoI	BoNT A protease	PfHsp40 yeast	3CLpro inhibitor
Cc1cccc(-n2c(=S)[nH]c3sc4c(c3c2=O)CCc2ccccc2-4)c1	-4	-9	-1	0.2	0.9	6	1.5	-0.8	0
O=C(c1ccc(S(=O)(=O)N2CCCCCC2)cc1)N1CCN(Cc2ccccc2)CC1	2	-2	-6	i	0.3	30	-0.2	-0.4	.
Nc1nnc(SCC(=O)NC2CCCCCCC2)s1	1	-24	-5	-1.4	3.0	5	0.1	-0.1	.
COc1cc(C(c2sc3nc(C)nn3c2O)N2CC(C)OC(C)C2)cc(OC)c1OC (stereo unspecified)	-2	4	19	-0.4	-1.0	0	0.5	0.7	-6
COc1ccc(Cl)cc1NC(=O)CSc1nc(NS(=O)(=O)c2ccccc2)cc(=O)[nH]1	12	-4	-2	-0.3	1.2	5	-0.1	11	-1
CN(C1CCCCC1)C(CNS(=O)(=O)c1ccccc1)c1ccccc1 (stereo unspecified)	1	1	2	i	-0.5	14	-1.0	-0.8	0
COc1ccc(-c2nnc3ccc(SCC(N)=O)nn23)cc1OC	-1	-4	8	-0.2	.	8	0.6	-1.8	1
Cc1cc(S(=O)(=O)c2ccc(Cl)cc2)nc(S(=O)(=O)c2ccc(Cl)cc2)c1C#N	-2	.	1	0.5	1.8	1	0.4	.	.
CCOC(=O)N1CCN(C(=O)c2ccc3nc(SCc4ccc(F)cc4)n(C)c3c2)CC1	0	-15	0	.	0.5	25	0.0	0.0	1
COc1ccc(C2=NN(C(=O)/C=C/c3ccccc3)C(c3ccccc3)C2)c(OC(C)=O)c1 (stereo unspecified)	-4	-3	2	-0.7	.	-5	-0.4	0.0	0
Cc1cccc(NC(=O)Nc2cccc(Oc3c(F)c(F)c(F)c(F)c3F)c2)c1	-1	1	16	-6.2	.	-1	-0.4	-0.3	3
O=C(NNC(=O)C1COc2ccccc2O1)c1ccccc1 (stereo unspecified)	-2	-7	1	i	.	-1	1.0	-1.5	-5
COc1ccc(-c2cc3ccccc3c(=O)o2)cc1	1	.	2	.	1.8	.	1.1	.	.
O=[N+]([O-])c1ccccc1/C=C/C=N/n1c(-c2ccccc2)n[nH]c1=S	-4	.	-15	i	2.3	-5	-0.6	12	-1
O=c1nc(Oc2ccccc2)nc2ncccn12	4	.	-2	2.9	5.5	1	1.6	.	.
CCOC(=O)c1c(CSC(=N)N)n(-c2ccc(Br)cc2)c2cc(Br)c(OC(C)=O)cc12	-4	-8	-4	i	.	1	-1.5	-0.6	-5
c1ccc(-c2nc(N3CCCCCC3)nc(-n3ccnc3)n2)cc1	-2	-6	2	i	.	37	1.0	-0.9	-1
COC(=O)Cc1csc(Nc2ccccc2Cl)n1	-1	6	-3	-0.5	-0.1	1	-0.9	1.3	-1
COCCSc1nnc(NC(=O)CCS(=O)(=O)c2ccccc2)s1	2	-1	-8	i	1.1	1	3.4	-0.4	4
COc1cc(C2N(c3ccccn3)C(=O)C3CCCN32)cc(OC)c1OC (stereo unspecified)	3	4	6	26*	.	8	-0.8	0.1	-2
S=c1[nH]c2ccccc2c2ccccc12	-1	2&1	15	i	-0.1	-1	-2.7	0.8	-1
COc1ccccc1Oc1ncnc2c1oc1ccccc12	2	-3	2	-1.0	1.8	5	-1.0	0.9	0
Cc1n[nH]c(=S)n1/N=C/c1ccc(Br)o1	-2	.	-2	-0.8	.	-2	-0.7	0.3	-4
O=C(NCCN1CCOCC1)c1ccc(Cl)c(S(=O)(=O)NCc2ccccc2)c1	.	-7	-2	i	-5.8	0	.	-0.6	.
CN(Cc1ccco1)C(=O)c1ccc(S(=O)(=O)N2CCCCCC2)cc1	2	2	-9	i	1.9	12	1.3	-1.1	.
O=C(/C=C/c1ccc2c(c1)S(=O)(=O)N(Cc1ccccc1)[C@H]2CC(=O)N1CCOCC1)N1CCOCC1	4	-5	-7	-0.3	0.4	5	0.0	0.1	.
O=C(CC(C(=O)O)C1CCCO1)Nc1cccc(C(F)(F)F)c1 (stereo unspecified)	-11	-12	-2	-0.3	.	-5	-1.1	-0.7	0
CCC1Sc2ccc(S(=O)(=O)Nc3ccc(OC)c(OC)c3)cc2NC1=O (stereo unspecified)	0	-2	17	-0.3	0.6	10	-2.4	-0.5	7
CCCNC(=O)C(=O)c1cccn1-c1ccsc1C(=O)OC	-2	-6	-2	-5.9	.	8	-0.4	0.4	1
Nc1ccc2oc(-c3cccs3)nc2c1	-2	-3	-1	-1.5	.	-3	0.4	2.6	5
O=C(Cc1ccc(Cl)cc1Cl)OCC(=O)N1CCN(C(=O)c2ccco2)CC1	-2	-5	-3	i	-0.4	9	0.3	1.1	2
COC(=O)c1ccccc1NC(=O)CC(NCc1ccccc1)C(=O)O (stereo unspecified)	.	3	-1	.	-1.8	.	.	.	-2
CCOC(=O)N1CCN(c2c(-c3ccccc3)c3cc(Cl)ccc3[nH]c2=O)CC1	0	0	-1	-0.3	.	2	0.4	-0.2	3
Oc1ccc(C[C@@H]2CNC(=S)N2CCCCC2CCCCC2)cc1	-2	4	7	i	1.8	34	0.3	19	-2
COc1ccc(/C=N/NC(=O)C(=O)N2CCCCCC2)cc1O	-2	.	-4	-0.3	2.5	-1	-2.6	1.4	-1
CCc1nonc1NC(=O)c1oc2ccc(Cl)cc2c1C	0	-8	0	i	0.2	-1	0.6	-1.0	-2
CC(C)(C)c1ccccc1NC(=O)C1=COCCO1	.	-17	-1	-1.7	-2.3	3	.	-1.3	.
CC(=O)c1cc(C(=O)NC2CCCc3c2cnn3-c2cc(C)cc(C)c2)[nH]n1 (stereo unspecified)	0	-29	5	-0.3	0.3	11	2.7	0.3	9
COC(=O)[C@H](Cc1ccccc1)NC(=O)NCCc1ccccc1F	-5	-1	-2	0.6	0.5	9	-1.6	-0.4	-2
O=C(C1CCN(Cc2cn[nH]c2-c2ccc(F)cc2F)CC1)N1CCOCC1	0	-7	2	1.0	0.5	-4	-0.1	1.8	-6
CSCCC(=O)N1CCC(n2nccc2NC(=O)c2ccc3c(c2)OCO3)CC1	0	-7	-1	-1.5	-1.0	-8	1.3	-0.7	0
Cc1csc(SCC(=O)Nc2ccc(Cl)cn2)n1	1	-7	5	-3.2	.	1	0.5	-0.1	2
COc1cc(Nc2nc(SCC#N)nc3ccccc23)cc(OC)c1OC	-1	-24	5	12	.	4	0.4	0.3	-1
Cc1cnc(C(=O)OCC(=O)Nc2ccc(Oc3ccccc3)cc2)cn1	-2	8	-4	i	.	0	-0.1	0.1	1
OC(c1ccc2ccccc2n1)c1c(Cl)cccc1Cl (stereo unspecified)	5	-11	-7	-1.2	0.2	18	-0.8	1.9	.
CC(=O)c1ccc(N2CCN(C(=O)C3CCN(S(=O)(=O)Cc4ccccc4)CC3)CC2)cc1	-1	-1	-2	-0.6	.	-10	-0.4	1.1	-1
CCN(CC)CCN(C(=O)c1ccc2c(c1)OCCO2)c1nc2cc3c(cc2s1)OCO3	-3	15	-1	-0.4	1.3	14	-0.2	-0.2	5
Cc1nc2nc(C)c(CCC(=O)N3CCC4(CC3)OCCO4)c(C)n2n1	-4	-6	-5	i	.	-2	-1.2	-0.1	6
Cc1ccc(/C(N)=N/OC(=O)Cc2cccc3ccccc23)cc1	-4	.	-7	-0.2	1.4	-7	0.3	0.6	3
COc1ccc(Cc2c(O)nc(SC)n(C(C)=O)c2=O)cc1	-2	-4	-6	.	.	-1	-0.9	-1.4	4
CC(C)Cc1ccc(C(C)CC2=CCC(CN(C)C)C2=O)cc1 (stereo unspecified)	-2	2	-4	.	0.5	10	0.5	-1.0	.
COc1ccc(CNC(=O)CN2C(=O)NC(C)(c3ccc(C(C)(C)C)cc3)C2=O)cc1 (stereo unspecified)	-10	-12	-1	-0.5	1.2	3	5.4	2.0	3
CCOc1ccc2[nH]cc(C(=O)N3CCN(CC)CC3)c(=O)c2c1	2	2	-4	12	.	-2	-0.4	-1.6	0
COC(=O)[C@@]1(Cc2ccc(F)cc2)[C@H]2c3cc(C(=O)N(C)C)n(Cc4ccc(C)c(F)c4F)c3C[C@H]2CN1C(=O)c1ccccc1	-2	.	1	.	1.8	.	-0.9	.	.
Cc1cccc(NC(=O)c2cc(S(=O)(=O)N3CCOCC3)cn2C)c1C	-8	-10	0	-0.3	-0.3	2	-0.4	0.8	-6
CC(C)N(C(=O)[C@H]1C[C@H](CC(=O)NCCC2=CCCCC2)C(=O)N2CCc3c([nH]c4cc(CCC(=O)N(C)C)ccc34)[C@]12C)C(C)C	-1	8	-4	-1.1	1.3	21	-0.3	-0.3	.
OCCC1CN(CCCc2ccccc2)CCN1CCc1ccccc1 (stereo unspecified)	14	10	-8	0.7	0.7	14	4.9	-0.4	-5
CSc1n[nH]c(N)c1S(=O)(=O)c1ccc(Cl)cc1	-3	-1	-3	-1.0	3.1	-2	0.0	-1.6	2
CC(C)Oc1ccc(CNC(=O)CCC(=O)N2CC(C)Sc3ccccc32)cc1 (stereo unspecified)	-4	-10	11	-0.1	0.8	26	0.7	2.4	4
CC(NC(=O)c1ccccc1)C(=O)OCC(=O)N1c2ccccc2Sc2ccccc21 (stereo unspecified)	-2	-17	-1	-0.2	3.3	15	-1.4	2.1	5
(further entries)
SMILES	Anthrax LF prot	PriA SSB inh	PrPC TRFRET	Vc quorum ag	TcdB inh	Y pestis TopoI	BoNT A protease	PfHsp40 yeast	3CLpro inhibitor
Cc1cc2nc(SCC(=O)N(C)C)c3c(c2cc1C)CCCC3	-2	-7	18	-10	-0.5	33	-0.3	17	3
OCCN1CCN(CC(O)COc2ccc(C34CC5CC(CC(C5)C3)C4)cc2)CC1 (stereo unspecified)	8	8	-9	0.8	1.2	2	1.1	5.8	1
COC(=O)CNC(=O)C1CCC(CNS(=O)(=O)c2cccc3nsnc23)CC1 (stereo unspecified)	8	-6	-19	2.0	2.3	3	1.1	-1.5	-3
COC(=O)/C=C1\S/C(=N/NC(=O)c2ccc(OC)cc2)NC1=O	-3	.	6	-0.2	-1.6	4	-0.9	0.5	-3
O=C(Cc1cccs1)Nc1nnc(SCc2ccc(Br)cc2)s1	1	1&-7	3	-0.1	0.5	9	-0.8	0.6	5
CCCCC(=O)NC(=S)Nc1cccc(NC(=O)c2ccccc2)c1	1	-22	3	0.2	1.0	1	-2.8	0.1	5

Compound profiles (already shown). Order of values: Anthrax LF prot | PriA SSB inh | PrPC TRFRET | Vc quorum ag | TcdB inh | Y pestis TopoI | BoNT A protease | PfHsp40 yeast | 3CLpro inhibitor
Shown for O=C(Cc1cccs1)Nc1nnc(SCc2ccc(Br)cc2)s1 : 1 | 1&-7 | 3 | -0.1 | 0.5 | 9 | -0.8 | 0.6 | 5
Shown for COC(=O)/C=C1\S/C(=N/NC(=O)c2ccc(OC)cc2)NC1=O : -3 | . | 6 | -0.2 | -1.6 | 4 | -0.9 | 0.5 | -3
Shown for CCCCC(=O)NC(=S)Nc1cccc(NC(=O)c2ccccc2)c1 : 1 | -22 | 3 | 0.2 | 1.0 | 1 | -2.8 | 0.1 | 5
Shown for OCCN1CCN(CC(O)COc2ccc(C34CC5CC(CC(C5)C3)C4)cc2)CC1 (stereo unspecified) : 8 | 8 | -9 | 0.8 | 1.2 | 2 | 1.1 | 5.8 | 1
Shown for COC(=O)CNC(=O)C1CCC(CNS(=O)(=O)c2cccc3nsnc23)CC1 (stereo unspecified) : 8 | -6 | -19 | 2.0 | 2.3 | 3 | 1.1 | -1.5 | -3

Only part of the results is shown; count on the stated rates, not on these rows.
